# Kir21 block: inhibitors of mouse Kir2.1 inward-rectifier potassium channel. P35561. HEK293-Kir2.1, FluxOR thallium flux fluorescence; stronger effect = lower value. B-score at 10 µM. hit rate 0.85% among 310,000. AID 1672;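 active = fluorescence ratio B-score at or below minus 3 SD of library scores, with starting-brightness B-score within 2 SD, cut at about -4.2 in these data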;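 also: channel flux triggered by added potassium and thallium sulfate stimulus; B-score of peak minus minimum fluorescence over baseline after thallium stimulus; more negative B-score means stronger Kir2.1 block with less thallium influx; some compounds called inactive have numbers as strong as hits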
# Target sequence (P35561 whole entry, looked up): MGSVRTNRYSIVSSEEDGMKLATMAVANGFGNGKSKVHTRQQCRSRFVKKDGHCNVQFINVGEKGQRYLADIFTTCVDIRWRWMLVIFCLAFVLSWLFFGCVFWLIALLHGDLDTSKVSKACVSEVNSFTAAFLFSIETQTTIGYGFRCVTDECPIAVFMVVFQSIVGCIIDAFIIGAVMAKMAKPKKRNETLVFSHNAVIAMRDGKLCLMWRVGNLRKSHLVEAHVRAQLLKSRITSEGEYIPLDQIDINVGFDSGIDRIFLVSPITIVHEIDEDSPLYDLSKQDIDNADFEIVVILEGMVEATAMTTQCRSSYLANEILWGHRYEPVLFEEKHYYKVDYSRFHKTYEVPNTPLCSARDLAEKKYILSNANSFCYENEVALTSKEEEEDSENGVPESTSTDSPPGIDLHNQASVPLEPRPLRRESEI
# STK33 inh: inhibitors of human STK33 kinase; inhibition, % at 10 µM; hit rate 0.073% among 320,000; Q9BYT3; purified STK33, MBP phosphorylation, ADP-Glo luminescence;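 active = inhibition at or above 25%, using the most active replicate where run in duplicate; inactive = inhibition below 25%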
# Target sequence (Q9BYT3 whole entry, looked up): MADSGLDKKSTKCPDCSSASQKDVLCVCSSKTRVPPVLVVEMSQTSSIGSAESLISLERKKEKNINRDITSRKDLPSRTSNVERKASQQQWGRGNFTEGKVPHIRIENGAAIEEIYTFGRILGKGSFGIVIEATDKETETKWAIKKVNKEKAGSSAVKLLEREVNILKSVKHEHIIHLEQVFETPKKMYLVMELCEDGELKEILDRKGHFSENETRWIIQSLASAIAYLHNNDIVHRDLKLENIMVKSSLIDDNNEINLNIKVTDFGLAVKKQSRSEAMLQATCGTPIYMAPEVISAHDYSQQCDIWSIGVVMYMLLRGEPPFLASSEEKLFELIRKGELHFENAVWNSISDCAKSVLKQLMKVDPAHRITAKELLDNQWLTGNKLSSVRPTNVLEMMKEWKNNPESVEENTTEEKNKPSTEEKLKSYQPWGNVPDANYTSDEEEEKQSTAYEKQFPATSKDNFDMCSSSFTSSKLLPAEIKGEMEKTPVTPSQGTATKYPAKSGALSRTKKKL
# KCNQ2 block: KCNQ2 channel blockers in CHO-K1 cells – cell-based, FluxOR thallium flux, B-score, primary screen (AID 2156) | O88943 | 20 min; stronger effect = lower value | B-score at 10 µM | hit rate 1.1% among 310,000;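 active = fluorescence ratio B-score at most minus 3 library SDs, with starting brightness B-score within 2 library SDs, cut at about -5.5 in these data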
# An asterisk follows results filed as active; i = inactive; / = no result given.
SMILES,Kir21 block,STK33 inh,KCNQ2 block
C=CCc1cccc(/C=N/NC(=O)CNc2ccccc2OC)c1O,-0.19,0.1,i
Cc1cc(N=Cc2c(O)n(-c3cccc(C(F)(F)F)c3)c(=O)c3ccccc23)no1,0.76,-0.5,i
O=C(OCc1csc(-c2ccccc2)n1)c1cccs1,-0.77,2.2,i
CCOC(=O)CC(=O)CSc1nc2c(cc1C#N)CCC2,-0.32,-0.3,i
CCC(C)NC(=O)c1ccc2c(Cl)c3c(nc2c1)CCC3 (stereo not given),0.72,0.2,i
CC(NC(=O)c1cc(F)c(F)cc1Cl)c1ccncc1 (stereo not given),1.7,1.7,i
COC(=O)c1cc2ccc(OC)c(OC)c2c(=O)s1,0.02,-1.1,i
O=C(C/C=N/OCc1c(Cl)cccc1Cl)c1ccccc1,1.5,-0.8,i
Nc1ncc(Br)cc1S(=O)(=O)Nc1ccccc1F,-0.17,-1.0,i
CC(=O)c1ccc(NC(=S)NCCc2cccc(Cl)c2)cc1,-0.03,-1.2,i
Cc1nnc(-n2cnc3ccccc32)c2ccccc12,-0.52,1.4,i
COc1ccccc1-c1ccc(SCC(=O)Nc2cc(C)on2)nn1,2.2,-1.8,i
COc1cccc(N(C(C)=O)c2nc(C)cc(C)c2C#N)c1,0.75,-0.2,i
C=C(C)CSC1=C(C#N)C(c2ccccc2Cl)CC(=O)N1 (stereo not given),-0.01,/,i
COc1cc(CC(CC(=O)O)CC(C)OCc2ccccc2)cc(OC)c1 (stereo not given),-0.69,-0.7,i
CCC1CCCCN1Cc1ccc(CNC(=O)CCc2nnc3ccc(N4CCCCC4)nn23)o1 (stereo not given),-1.8,-0.9,i
CCC(C)C(=O)Nc1nnc(SCC(=O)Nc2ccc(F)cc2)s1 (stereo not given),0.51,0.9,i
Cc1nc(CNS(=O)(=O)c2ccc(F)cc2)cs1,-3.2,-0.1,i
C=CCN(Cc1nc(-c2ccccc2)no1)C(=O)c1ccco1,1.7,-0.7,i
Cc1cc(C)n(-c2ccc(C(=O)OCc3nnc(-c4ccccc4)o3)cc2)n1,0.95,0.8,i
NC(=O)NC(=O)CSc1cccc(C(F)(F)F)c1,-1.3,2.6,i
CCOc1ccc(Cn2nnc(C(=O)NCc3ccccc3)c2N)cc1,-0.32,-2.8,i
CC(C)n1cc(CN2CCCC(CNS(=O)(=O)c3cccc4cccnc34)C2)cn1 (stereo not given),-0.42,0.3,i
Oc1ccccc1CNCC12CC3CC(CC(C3)C1)C2,-1.1,-1.0,i
CCOC(=O)c1csc(NC(=O)CSc2nnnn2-c2ccc(OC)c(OC)c2)n1,-0.73,-1.4,i

# Next part
SMILES,Kir21 block,STK33 inh,KCNQ2 block
O=C1N(Cc2cccnc2)C[C@@H]2C[C@@H](c3cccc(C(F)(F)F)c3)N3CCC[C@@]123,-1.4,0.8,i
CSC1=N/C(=C\c2ccc(Cl)cc2)C(=O)N1N(C)C,0.99,-1.5,i
Cc1cccc(NC(=O)C2CC(=O)N(Cc3ccccc3)C2)n1 (stereo not given),2,-0.7,i
COC(=O)c1ccc(N2CCOCC2)c(NC(=O)c2ccco2)c1,-0.5,0.9,i
O=C(NCc1ccc(F)cc1)Nc1cccc([N+](=O)[O-])c1,1.2,0.8,i
c1ccc(C2CC(c3ccccc3)n3c(nc4ccccc43)N2)cc1 (stereo not given),0.75,-0.4,i
Cc1ccc(NC(=O)C(Nc2cccc(C)c2)c2ccccc2)cc1 (stereo not given),0.01,-1.2,-7.4*
CCCCn1c(N)c(N(CC(C)C)C(=O)c2oc3ccc(Br)cc3c2C)c(=O)[nH]c1=O,2.2,-0.4,i
COc1cc(NC(=O)c2ccco2)c(OC)cc1NC(=O)CSc1nnc(-c2cccs2)n1C,-3.4,0.7,i
Cc1ccc(CCNC(=O)CSCc2ccc(F)cc2)cc1,-3.1,1.4,i
Cc1ccc(C(=O)c2ccccc2C(=O)O)cc1C,-0.09,-0.3,i
CCNc1ccc(C(=O)OCC(=O)NC(=O)NCC(C)C)cc1[N+](=O)[O-],0.03,-4.5,i
O=C(NCCOc1ccccc1)C1CCC(=O)N(CCCN2CCCC2=O)C1 (stereo not given),0.45,-2.2,i
COCc1nc(-c2cc(Br)ccc2OC)no1,0.88,0.3,i
CCNc1nc(NCc2ccccc2)nc(SCC(=O)Nc2ccccc2)n1,-0.54,-0.9,i
CCOc1ccccc1OCCCC(=O)Nc1ccc(OC)nc1,-0.19,-0.2,i
COc1ccccc1NC(=O)c1cc2ccccc2o/c1=N\O,-1.4,-1.2,i
CC(=O)c1ccc(N2CCN(C(=O)c3ccc(NC(=O)C4CCCO4)cc3)CC2)cc1 (stereo not given),1.4,-0.8,i
CCc1nn(CC(=O)NCCCN2CCOCC2)c(=O)c2cc3sccc3n12,-0.14,-1.8,i
c1ccc(COCCN2CCN(CCOCc3ccccc3)CC2)cc1,1.9,-0.7,i
OCCNC1=NCCN1,-4.1,-0.6,i
COc1cccc(CN(C)C(=O)c2cccc(OCc3ccccc3)c2)c1,-2,-0.5,i
CC1CCCCC1NC(=O)CSc1nnc(-c2ccncc2)n1CCCN(C)C (stereo not given),-0.94,-2.4,i
COc1ccc(NS(=O)(=O)c2cc(NC(=O)/C=C/c3cc(OC)c(OC)c(OC)c3)ccc2N2CCCCC2)cc1,0.13,1.4,i
COc1cccc(NC(=O)N2CCC(C(N)=O)(N3CCCCC3)CC2)c1,2.9,-1.8,i

# The listing continues:
SMILES,Kir21 block,STK33 inh,KCNQ2 block
Cc1ccc(-n2nnnc2SC(C)C(=O)NCC(=O)Nc2ccc(F)c(F)c2F)c(C)c1 (stereo not given),-1.3,-3.3,i
O=C(N/N=C/c1ccc(Cl)cc1Cl)C(=O)NC1CC1,-0.52,0.1,i
CCOc1ccc(C2=Nn3c(nnc3-c3ccccc3OC)SC2)cc1,-0.2,1.0,i
Cc1ccc(NC(=O)C(C)N2CCc3ccccc3C2)cc1 (stereo not given),0.99,-1.9,i
Cc1cccc2cc(-c3ccccc3)c(-c3ccccc3)c[n+]12,-1.8,-1.0,i
O=C(COC(=O)CNC(=O)c1ccc(Cl)cc1Cl)Nc1ccc(N2CCOCC2)cc1,-1.3,-0.9,i
CC1CC(C)CN(CCCNC(=O)c2csc3c2CCCCC3)C1 (stereo not given),-0.06,-0.9,i
CCC1CCCCN1CCCNC(=O)CN1C(=O)COc2ccccc21 (stereo not given),0.1,0.2,i
CC(C)c1ccc2[nH]c3c(c2c1)CCC/C3=N\NC(=O)c1ccncc1,0.23,-1.1,i
CCN(CC)C(=O)c1sc(NC(=O)C(C)C)c(C#N)c1C,0.22,0.7,i
O=C(O)CSCCC(=O)Nc1ccc(F)cc1,0.11,0.3,i
CCCCn1c(CNC(=O)CCC)nc2ccccc21,0.11,0.1,i
CC(C)OC(=O)CSc1nnc(-c2ccc(Cl)cc2)n1N,0.07,-0.4,i
CCc1noc(C)c1C(=O)N(CC)CC(=O)Nc1ccccc1C(F)(F)F,0.68,-1.4,i
O=C(COc1ccc(-c2nnco2)cc1)Nc1ccc(C(F)(F)F)cc1,-4.7,0.5,i
COc1ccc(C(C)C)cc1S(=O)(=O)NCCCn1ccnc1,-0.89,-1.7,i
COc1ccc2cc(C#N)c(SCC(=O)Nc3nonc3C)nc2c1,-0.13,-0.7,i
O=C(NC1CCCC1)C(=O)N(Cc1cccnc1)C(C(=O)NCc1ccco1)c1ccccc1F (stereo not given),0.56,-0.5,i
CCCN1/C(=C2/SC(=S)N(CC)C2=O)C=Cc2ccccc21,0.08,-1.4,i
COc1ccc(-c2csc3ncn(-c4ccccc4)c(=O)c23)cc1OC,0.52,-1.2,i
COC(=O)CC1SC(=O)NC1=Nc1ccc(C)cc1 (stereo not given),1.6,0.3,i
CCOC(=O)Nc1nc(-c2ccccc2)c(C(=O)c2ccc(Cl)cc2)s1,0.41,-0.4,i
Cc1onc(-c2ccccc2)c1C(=O)NCc1cccs1,-1.3,0.1,i
C=CCC(C=C)S(=O)(=O)c1ccc(C)cc1 (stereo not given),-0.38,-0.9,i
CCc1ccc(C2=NN(CCC(=O)NCC3CCCO3)C(=O)CC2)cc1 (stereo not given),0.33,-2.2,i

# The results go on:
SMILES,Kir21 block,STK33 inh,KCNQ2 block
COc1ccc(CCNC(=O)c2cccc([N+](=O)[O-])c2)cc1OC,1.6,-0.5,i
Cc1ccc(NC(=O)C2CC(O)CN2C(=O)OCc2ccccc2)c(C)c1 (stereo not given),1.1,0.1,i
Cc1ccc(-c2nnc(N3CCCCC3)c3ccccc23)cc1,0.41,0.8,i
CC(=O)Nc1cccc(OC(=O)c2ccoc2C)c1,-0.54,0.4,i
Cc1ccc(S(=O)(=O)Nc2c(C)nn(C)c2C)cc1,-1.4,-0.3,i
CC1=Nc2ccccc2NC(=O)C1Sc1nnc(C)s1 (stereo not given),0.99,-1.1,i
Cc1ccc(NC(=O)c2ccc(NCc3ccco3)c([N+](=O)[O-])c2)cc1Cl,0.05,-3.0,i
Cc1ccsc1C(=O)NNC(=O)COc1ccccc1Cl,-0.23,-0.1,i
CCCN(CC(=O)Nc1cc(C)on1)S(=O)(=O)c1cccc(C(F)(F)F)c1,1,0.6,i
C=CCc1ccc(OCCCCN2CC(C)OC(C)C2)c(OC)c1 (stereo not given),-0.78,-1.5,i
O=C(NNC(=O)c1ccc2ccccc2c1O)c1ccccc1Cl,-0.04,-0.5,i
CCCn1c(NCc2ccc(N(C)C)cc2)nc2ccccc21,-2.2,-0.3,i
Nc1cc(N)nc(SCC(=O)N2CCN(C(=O)c3ccco3)CC2)n1,1.9,-1.7,i
COCCNC(=S)N(Cc1cccs1)Cc1cc2cccc(C)c2[nH]c1=O,0.04,0.5,i
CC(C)N(Cc1ccccc1)C(=O)c1ccc2nsnc2c1,-1.5,-0.6,i
C=CCN=Cc1c(C)[nH]n(-c2ccccc2)c1=O,-1.2,-3.0,i
O=C(Nc1cc([N+](=O)[O-])ccc1C(=O)Nc1cccnc1)c1ccccc1,1.8,-0.8,i
COc1cc(NC(=O)c2ccc3c(c2)OCO3)c2ncccc2c1,-0.84,0.7,i
O=C(CCC1CCN(C(=O)c2ccco2)CC1)NCc1ccc(F)cc1,0.59,-0.5,i
Cc1cc(=O)[nH]c(N/N=C/C2=C(N3CCOCC3)C(=C\c3ccc(Cl)cc3)/CC2)n1,1.4,0.5,i
O=C(OC(c1ccccc1)c1nccc2ccccc12)c1cccc([N+](=O)[O-])c1 (stereo not given),0.88,-0.9,i
NC(=O)c1sc2nccc(Nc3ccccc3)c2c1N,0.58,9.7,i
O=C(Nc1ccc(S(=O)(=O)N2CCCCC2)cc1)C1CC1,0.96,-0.3,i
COc1cccc(CNC(=O)CCS(=O)(=O)c2cc3c(cc2C)NC(=O)CO3)c1,0.24,-0.1,i
COC(=O)c1cc2n3ccccc3c(C)c(-c3ccccc3)c-2c1C(=O)OC,-0.27,1.4,i

# Some of these compounds in order of the Kir21 block value, rising.
Molecule,Kir21 block,STK33 inh,KCNQ2 block
CCCn1c(NCc2ccc(N(C)C)cc2)nc2ccccc21,-2.2,-0.3,i
CC(=O)Nc1cccc(OC(=O)c2ccoc2C)c1,-0.54,0.4,i
NC(=O)c1sc2nccc(Nc3ccccc3)c2c1N,0.58,9.7,i

# (next part)
SMILES,Kir21 block,STK33 inh,KCNQ2 block
CC1=C(C#N)C(c2cccnc2)C2=C(CC(C)(C)CC2=O)N1 (stereo not given),-2.5,-0.4,i
O=S1(=O)c2ccccc2Nc2ccccc21,0.82,0.2,i
O=P(O)(CCc1ccccc1)C(O)c1ccccc1 (stereo not given),2.2,-0.2,i
CNc1nc(SC)nc(N(C)C#N)n1,0.58,0.7,i
COc1cc2[nH]c(=S)nc(NCc3ccc(Cl)cc3)c2cc1OC,-2,1.9,i
COCCN(Cc1cc2cc(C)ccc2[nH]c1=O)S(=O)(=O)c1ccc(Cl)cc1,0.79,0.4,i
Nc1ccc2c(c1Cl)C(=O)c1ccc(N)c(Cl)c1C2=O,0.13,/,i
CCOC(=O)N1CCN(c2ncc(C(F)(F)F)cc2Cl)CC1,0.21,-0.2,i
Cc1ccc(CSc2nnc(CCNC(=O)OC(C)(C)C)o2)cc1,-11*,-1.0,i
COc1ccc(CN2CCN(C(=O)CC(C)C)CC2)cc1OC,-0.66,-1.4,i
O=C(NCc1ccccc1)c1ccc(NC2=NC3CS(=O)(=O)CC3S2)cc1 (stereo not given),-1.7,0.6,i
Cc1cc(Nc2nc3ccccc3nc2Cl)n(-c2ccc([N+](=O)[O-])cc2)n1,-0.88,-0.3,i

# Taken from above (4 entries):
SMILES,Kir21 block,STK33 inh,KCNQ2 block
Cc1ccc(CSc2nnc(CCNC(=O)OC(C)(C)C)o2)cc1,-11*,-1.0,i
COc1ccc(CN2CCN(C(=O)CC(C)C)CC2)cc1OC,-0.66,-1.4,i
O=C(NCc1ccccc1)c1ccc(NC2=NC3CS(=O)(=O)CC3S2)cc1 (stereo not given),-1.7,0.6,i
Cc1cc(Nc2nc3ccccc3nc2Cl)n(-c2ccc([N+](=O)[O-])cc2)n1,-0.88,-0.3,i

# Printed as active in Kir21 block (from the list above):
SMILES,Kir21 block,STK33 inh,KCNQ2 block
Cc1ccc(CSc2nnc(CCNC(=O)OC(C)(C)C)o2)cc1,-11*,-1.0,i
